phage Ecoli inh: E. coli growth loss with phage present; inhibition, % at 11.9 µM; 0.26% of 360,000 active; growth absorbance; in the data active = inhibition above about 11%
Tat export inh: inhibitors of E. coli Tat protein transport; E. coli MC4100 TorA-mCherry Tat export, fluorescence; inhibition, % at 10 µM; 0.036% of 340,000 active;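 active = mean replicate inhibition at least 50% and at least half of replicates individually reaching 50%; inconclusive = only one of the two criteria met; inactive = neither criterion met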;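 note: exported cargo escapes ClpAP degradation while cytoplasmic cargo is degraded and loses fluorescence; 0% = median of neutral control wells and 100% = median of NaSCN control wells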
PKA-R1A act: activators of PKA-R1A complex. PKA-R1A dissociation, Cy5-IP20 fluorescence polarization; scaled: DMSO 0%, 113 µM cGMP 100%. activation, % at 11.4 µM. 0.083% of 340,000 active;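 active = percent activation above the mean of all tested compounds plus 3 SD, cut at about 19% in these data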;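 note: higher means more PKAc released from R1A so a rise in polarization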
CDK5 inh: blocks human CDK5/p35 kinase activity; 0.01% of 330,000 active; AID 488839; Q00535+Q15078; inhibition, % at 10 µM; Recombinant CDK5/p35, ADP-Glo luminescence, 60 min;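 active = highest replicate inhibition of at least 50% and at least 75% of replicates reaching 50%; inconclusive = only one of the two criteria met; inactive = both criteria failed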;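 note: plate controls were DMSO neutral control for no effect and GW8510 at 10 µM for full effect; many of its hits are not listed in these tables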
HTR5A inv ctr: inverse agonist of human HTR5A in OPRM1-OPRD1 counter-screen | 0.083% of 340,000 active | P47898 | HTR5A cell line, luminescence, inverse agonism | inhibition, % at 9.3 µM; in the data active = inhibition mostly above about 23%, no sharp cut-off; inactive = mostly below about 18%;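 note: 0% = cells with DMSO and 100% = no-cell wells with DMSO; some compounds called inactive have numbers as strong as hits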
E coli growth: bacterial growth inhibition, counter-screen for AddAB inhibitors; inhibition, % at 11.9 µM; E. coli V3065 growth, OD600 absorbance, 18 h; 0.27% of 330,000 active;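 active = inhibition above the campaign's mean inhibition across all tested compounds plus 3 SD, cut at about 9.9% in these data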;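 note: uninfected addAB+ strain grown without phage in ampicillin broth; 0% = DMSO wells and 100% = ciprofloxacin 0.95 µg/ml wells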
HTR5A ag: counter-screen for OPRM1-OPRD1 agonists: human HTR5A agonism. P47898. HTR5A agonist assay, luminescence, cell-based. activation, % at 9.3 µM. 0.61% of 340,000 active. AID 504692; in the data active = activation mostly above about 9.5%, no sharp cut-off; inactive = mostly below about 7.6%;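 note: 0% = cells with vehicle only and 100% = reference agonist; strong numbers were not always called active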
DAGLB inhibitor: blocks human DAGLB lipase activity. inhibition, % at 5.17 µM. HEK293T DAGLB membrane lysate, EnzChek fluorogenic substrate. AID 504411. 0.059% of 340,000 active. Q8NCG7; in the data active = inhibition above about 34%;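 note: 0% = enzyme with vehicle and 100% = wells lacking enzyme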
Target sequence (Q8NCG7 whole entry, looked up): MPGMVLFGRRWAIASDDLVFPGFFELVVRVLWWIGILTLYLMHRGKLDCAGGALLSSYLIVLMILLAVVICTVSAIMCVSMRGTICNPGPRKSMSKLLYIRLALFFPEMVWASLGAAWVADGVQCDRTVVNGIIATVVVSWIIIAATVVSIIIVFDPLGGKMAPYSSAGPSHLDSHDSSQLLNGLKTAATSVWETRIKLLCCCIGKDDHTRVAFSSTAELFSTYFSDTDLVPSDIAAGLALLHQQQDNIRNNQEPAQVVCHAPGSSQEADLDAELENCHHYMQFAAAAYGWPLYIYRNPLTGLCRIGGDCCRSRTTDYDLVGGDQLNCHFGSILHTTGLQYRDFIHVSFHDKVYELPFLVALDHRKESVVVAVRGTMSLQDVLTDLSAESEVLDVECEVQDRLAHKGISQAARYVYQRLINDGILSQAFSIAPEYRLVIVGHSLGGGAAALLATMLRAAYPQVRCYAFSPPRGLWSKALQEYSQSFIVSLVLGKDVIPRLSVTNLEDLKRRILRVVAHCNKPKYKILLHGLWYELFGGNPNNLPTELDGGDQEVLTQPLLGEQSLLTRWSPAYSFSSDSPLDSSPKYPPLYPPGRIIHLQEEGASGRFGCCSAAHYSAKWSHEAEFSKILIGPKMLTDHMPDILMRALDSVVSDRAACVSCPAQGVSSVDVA
Mot1-301 SUMO: inhibitors of SUMOylation pathway: yeast Mot1-301 growth rescue; S. cerevisiae Mot1-301 growth rescue, ATP luminescence, 38.5C; percent above DMSO median, 100 means doubled; growth rescue, % at 18.8 µM; 1% of 320,000 active;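 active = every valid replicate shows activation above 250% relative to neutral control wells; inactive = the rest, any valid replicate at or below 250%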;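 note: OY570 slx delta 5 strain wells were the positive control but not used for scaling; some compounds called inactive have numbers as strong as hits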
AddAB inh: less growth of phage-infected E. coli with AddAB | E. coli expressing H. pylori AddAB, absorbance growth | inhibition, % at 11.9 µM | 0.29% of 330,000 active | AID 435030; in the data active = inhibition above about 12%;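 note: 0% = vehicle wells of infected cells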
PKA-R2B act: PKA-R2B complex activation. P22694+P31323. PKA-R2B holoenzyme dissociation, Cy5-IP20 fluorescence polarization; R2B truncated from residue 108, S112A mutant; 0% DMSO only, 100% 113 µM cGMP. activation, % at 11.4 µM. 0.079% of 340,000 active. AID 504700;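 active = activation above a cutoff set at the mean over all compounds plus 3 SD, cut at about 18% in these data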;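 note: higher means more holoenzyme dissociation and a rise in polarization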
Target sequence (P31323 whole entry, looked up, other chains not shown, the tested form may be a part): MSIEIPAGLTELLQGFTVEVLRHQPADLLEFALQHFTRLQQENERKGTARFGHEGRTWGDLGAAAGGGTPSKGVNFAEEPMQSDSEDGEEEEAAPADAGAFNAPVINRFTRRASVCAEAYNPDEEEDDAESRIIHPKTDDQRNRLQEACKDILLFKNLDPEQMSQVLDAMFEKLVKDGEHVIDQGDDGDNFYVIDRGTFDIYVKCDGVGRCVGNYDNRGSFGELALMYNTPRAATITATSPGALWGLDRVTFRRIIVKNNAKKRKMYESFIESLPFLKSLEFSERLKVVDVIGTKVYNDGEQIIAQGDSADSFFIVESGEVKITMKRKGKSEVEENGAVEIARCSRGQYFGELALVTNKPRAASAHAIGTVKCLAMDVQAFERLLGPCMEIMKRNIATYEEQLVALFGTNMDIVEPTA
Active calls of the source: *; ? = inconclusive; . = not tested or not shown. The list is partial (hit frequency here may not be typical).

Results follow in this order: phage Ecoli inh	Tat export inh	PKA-R1A act	CDK5 inh	HTR5A inv ctr	E coli growth	HTR5A ag	DAGLB inhibitor	Mot1-301 SUMO	AddAB inh	PKA-R2B act
> CC(C)CNc1c2c(nc3ccccc13)CCC2
→ 2.1	-5	4	0.4	1	-0.6	0	-1	26	-0.3	7
> Nc1c(C(=O)NCC2CCCO2)c2nc3ccccc3nc2n1Cc1ccco1 (centres undefined)
→ 0.8	9	-9	-2.0	6	-0.8	1	0	-6	3.7	-8
> O=C(O)C1CC2(Cl)C(Cl)=C(Cl)C1(Cl)C2(Cl)Cl (centres undefined)
→ 3.0	-4	-4	0.8	1	.	0	3	.	.	-5
> C[C@]12CCC3C(CC[C@H]4C[C@@H](O)CC[C@]34C)C1C[C@@H](O)[C@@H]2O (some centres undefined)
→ 1.5	-6	3	1.6	-5	.	1	0	.	.	2
> Cc1cc(OC(=O)c2cccs2)c2c3c(c(=O)oc2c1)CCCC3
→ 2.5	15	-1	-2.8	17	2.1	-6	-4	-4	3.6	-7
> CCCCNC(=O)Nc1ccc(C(O)(C(=O)OC)C(F)(F)F)cc1 (centres undefined)
→ 4.6	5	-6	-1.5	-10	-1.2	0	0	-22	0.3	9
> CC(=O)OC1(C)CC(C)C(=O)C(C(O)CC2CC(=O)NC(=O)C2)C1 (centres undefined)
→ 1.6	0	-5	0.0	0	.	-8	1	.	.	5
> O=C(O)CCn1cc(C=C2C(=O)NC(=O)NC2=O)c(-c2ccc(Br)cc2)n1
→ -0.3	-8	-4	0.8	-3	1.3	1	1	216	-0.5	-6
> Cc1ccnc(NS(=O)(=O)c2ccc(N=Cc3c(O)n(C)c(=O)n(C)c3=O)cc2)n1
→ 6.9	-21	4	2.9	-9	1.0	3	-3	-17	2.3	-3
> CCSc1cc(C2C(C#N)=C(N)Oc3n[nH]c(C)c32)c(C)o1 (centres undefined)
→ -0.2	-8	-11	-0.8	-28	-0.4	0	-1	-13	-1.2	-4
> CN1C2C=C(N(C(=O)c3ccc(Cl)cc3)c3ccccc3)CC1CC2 (centres undefined)
→ 2.4	1	-8	0.5	5	-0.8	-2	1	-9	0.7	-1
> O=P(O)(O)Cc1ccccc1OP(=O)(c1ccccc1)c1ccccc1
→ -0.5	2	-8	2.2	2	-4.4	-2	0	-6	-0.1	-14
> CC(=O)[C@H]1CCC2C3CC[C@H]4C[C@@H](O)CC[C@]4(C)C3CC[C@@]21C (some centres undefined)
→ 0.9	6	-1	-5.8	14	-0.1	-4	2	224	-0.9	-10
> CN1Cc2c(c(C#N)c(N)n(C)c2=S)CC1(C)C
→ .	-8	-5	0.7	-7	0.8	3	-4	4	1.7	5
> Cc1nnc2n1-c1ccc(Br)cc1C(c1ccccc1Cl)=NC2
→ 0.8	0	-8	-0.1	-21	0.7	-2	4	3	1.2	0
> COc1ccc(CN2CCCCC2c2cccnc2)cc1C (centres undefined)
→ 0.3	-6	7	-0.5	13	-0.4	4	2	12	-0.5	5
> CCNc1nc(Cl)nc(NC(C)C)n1
→ 1.9	-9	0	2.7	-11	0.6	4	-2	7	1.1	2
> CCC(=O)N1CCN(CCN=Cc2c(O)n(C)c(=O)n(C)c2=O)CC1
→ -1.6	4	-2	0.4	-4	0.6	1	-2	-7	0.5	-3
> CCOP(=O)(OCC)C(NC(=O)c1ccccc1Cl)=C(Cl)Cl
→ 4.2	7	14	-0.9	3	-0.2	-4	0	423	1.1	19*
> BrCC(Br)C1CCC(Br)C(Br)C1 (centres undefined)
→ 0.8	-3	-2	-0.7	-7	-0.9	2	-6	14	0.3	-3
> COC(=O)C1=C(c2ccc(OC)c(OC)c2)C[C@@H]2CC[C@H]1N2C(=O)NCC1CC1
→ 0.9	-5	-11	0.7	-1	-2.3	0	-1	16	0.3	9
> CCCCCn1c(=O)c(C(=O)NCc2ccc(Cl)cc2)c(O)c2ccccc21
→ 0.1	1	-5	1.3	2	-0.7	-1	0	-9	4.8	-2
> Cc1cc(N2CCNCC2)nc2ccccc12
→ 3.7	4	10	-0.4	3	0.6	11	1	-9	3.2	-12
> CN(C)C(Cc1ccc(Cl)cc1)C(=O)c1ccccc1 (centres undefined)
→ 0.6	-10	4	-0.9	-13	-0.8	5	-6	-17	1.4	-14
> COC(=O)C1=C(c2ccccc2)C[C@@H]2CC[C@H]1N2C(=O)NCCS(C)=O (some centres undefined)
→ 1.3	-6	2	2.6	-12	-1.6	-2	2	11	3.2	-7
> Brc1cc2c(cc1CN1CCN(c3ccccc3)CC1)OCCO2
→ -0.7	-3	-2	-0.5	10	1.8	-4	-1	291	2.8	1
> CCCCC(=O)N/N=C/c1c(O)n(Cc2ccc(F)cc2)c(=O)[nH]c1=O
→ 0.4	-5	-8	0.2	2	0.3	-1	1	-3	5.5	-5
> COCCNC(=O)N1[C@H]2CC[C@@H]1C(C(=O)OC)=C(c1ccc(-c3ccccc3)c(F)c1)C2
→ 2.7	-2	0	-1.1	-37	0.0	13	-1	-12	2.6	-7
> NP(=O)(OCCCc1ccccc1)Oc1ccccc1Cl (centres undefined)
→ 0.6	-7	-5	-1.7	5	0.7	-2	7	196	3.0	-11
> NC(=O)Cn1cc(C(=O)c2ccccc2F)c2ccccc21
→ 1.7	-5	3	0.4	-1	-0.5	0	-1	-8	0.8	13

Overlap with the part before: six entries, followed by the next part.
Results follow in this order: phage Ecoli inh	Tat export inh	PKA-R1A act	CDK5 inh	HTR5A inv ctr	E coli growth	HTR5A ag	DAGLB inhibitor	Mot1-301 SUMO	AddAB inh	PKA-R2B act
> COC(=O)C1=C(c2ccccc2)C[C@@H]2CC[C@H]1N2C(=O)NCCS(C)=O (some centres undefined)
→ 1.3	-6	2	2.6	-12	-1.6	-2	2	11	3.2	-7
> Brc1cc2c(cc1CN1CCN(c3ccccc3)CC1)OCCO2
→ -0.7	-3	-2	-0.5	10	1.8	-4	-1	291	2.8	1
> CCCCC(=O)N/N=C/c1c(O)n(Cc2ccc(F)cc2)c(=O)[nH]c1=O
→ 0.4	-5	-8	0.2	2	0.3	-1	1	-3	5.5	-5
> COCCNC(=O)N1[C@H]2CC[C@@H]1C(C(=O)OC)=C(c1ccc(-c3ccccc3)c(F)c1)C2
→ 2.7	-2	0	-1.1	-37	0.0	13	-1	-12	2.6	-7
> NP(=O)(OCCCc1ccccc1)Oc1ccccc1Cl (centres undefined)
→ 0.6	-7	-5	-1.7	5	0.7	-2	7	196	3.0	-11
> NC(=O)Cn1cc(C(=O)c2ccccc2F)c2ccccc21
→ 1.7	-5	3	0.4	-1	-0.5	0	-1	-8	0.8	13
> COc1ccc2c3c([nH]c2c1)C(C)=NCC3
→ 5.6	?	-3	0.9	19	-1.4	-5	6	26	-0.6	4
> CCOC(=O)C1=C(C)OC(N)=C(C#N)C12C(=O)Nc1ccc(C)cc12 (centres undefined)
→ 0.5	-4	4	-0.1	-2	1.2	1	-1	-14	3.6	-16
> CC(CN1CCOCC1)C(C#N)(c1ccccc1)c1ccccc1 (centres undefined)
→ 2.4	5	-4	2.4	10	.	-3	-2	.	.	-9
> CCC(=NCc1cccnc1)c1c(O)n(-c2ccccc2C)c(=O)[nH]c1=O
→ -0.5	1	12	-0.1	-16	0.5	-5	-1	-5	1.1	-9
> CCCCN1CCC(C#N)(Nc2ccccc2)CC1
→ 3.1	3	4	-1.1	.	0.4	.	0	17	-1.0	1
> O=C1c2ccccc2-c2cc3ccccc3cc21
→ -2.5	-3	-3	0.7	-4	.	1	-8	.	.	1
> CC(C(=O)c1c[nH]c2ccccc12)N1CCN(C(=O)c2ccco2)CC1 (centres undefined)
→ 2.9	-5	-3	1.1	-9	-1.1	0	0	-3	-0.7	-5
> NP(=O)(Oc1ccccc1Cl)Oc1ccccc1Cl
→ 4.0	9	-11	-0.8	15	1.2	-6	-9	4	3.4	-4
> CC1(C)COC(Nc2cccc(Cl)c2)=N1
→ 3.2	-3	2	0.2	-11	-0.7	-1	1	-2	1.2	-4
> c1ccc(CNc2c3c(nc4ccccc24)CCC3)cc1
→ 8.1	1	2	0.8	-10	2.4	-2	3	26	1.4	-5
> COc1ccc(OP(=O)(Nc2ccccc2)Nc2ccccc2)cc1
→ -1.6	-7	4	-0.2	8	2.3	-1	-3	-8	1.7	-14
> Cc1[nH]c2ccccc2c1CCNCc1ccco1
→ 2.6	5	-1	1.5	1	1.2	2	-2	3	2.7	11
> C=Cn1ccnc1P(=S)(c1ccc(Cl)cc1)c1nccn1C=C
→ 2.4	-9	0	-2.1	3	1.9	3	-2	.	0.7	0
> Cc1cccc(CC(c2cccc(C)c2)N(C)C)c1 (centres undefined)
→ 5.8	-5	6	0.0	-11	.	3	-1	.	.	4
> O=c1[nH]c(=O)n(CCC2=CCCCC2)c(O)c1C=NCc1cccnc1
→ 1.4	3	-5	-0.7	-5	-0.3	-1	-1	298	3.2	-4
> CCN(CC)C(=O)c1ccc(NC(=O)c2ccc(N3CCCC3=O)cc2)cc1
→ 0.1	2	-7	1.5	7	-0.3	-3	-3	12	0.9	1
> COc1ccccc1-n1c(O)c(C=Nc2c(C)n(C)n(-c3ccccc3)c2=O)c(=O)[nH]c1=O
→ -0.6	-2	-2	-5.6	6	1.1	0	-2	7	-0.2	9
> COC(=O)C1=C(c2ccc(F)cc2F)C[C@@H]2CC[C@H]1N2C(=O)N1CCCCC1
→ 0.6	-7	1	-0.3	-15	-1.4	-1	-2	7	-0.6	2
> CCC(C)NC(=O)c1c(N)n(Cc2ccc3c(c2)OCO3)c2nc3ccccc3nc12 (centres undefined)
→ 0.6	12	-1	-4.5	-3	1.2	0	-1	-3	-0.4	-9
> CN(C(=O)Oc1ccc(F)cc1)c1ccccc1
→ -1.5	-4	-12	0.5	-3	-1.7	-1	-4	-8	0.2	-14
> c1ccc2c(CN3CCOCC3)c[nH]c2c1
→ -3.0	-9	-8	0.4	-2	0.3	0	4	-6	-1.4	1
> O=C1NC(=O)N(Cc2ccc(F)cc2)C(=O)/C1=C\c1ccoc1
→ 1.8	-14	-1	-18	-24	-0.7	-3	4	125	-0.8	0
> CN(C)c1ccc2c(c1)N=C(c1ccco1)OP2(=S)N1CCOCC1 (centres undefined)
→ 1.1	-1	-1	0.9	-3	0.9	3	0	3	2.7	9
> CC[N+](CC)(CC)CCCCCCCCCC[N+](CC)(CC)CC
→ 1.0	-3	0	-3.3	15	-1.7	2	0	-11	-0.8	9
> CCc1ccc(CN2CCCC(C(=O)c3sccc3C)C2)o1 (centres undefined)
→ 3.7	30	-2	-3.4	2	0.5	-1	0	22	-0.7	-12

Assay outcomes: PubChem BioAssay, several laboratories
